Assay outcomes from PubChem BioAssay.
ERG-DNA inh = qHTS for Small Molecule Inhibitors of the ERG Ets/DNA interaction. 370,000 tested, 0.028% active. Potency, µM (series often up to 76.9 µM), for the others: at the highest dose FP activity, negative = inhibition, actives largely listed as inhibitors. fluorescence polarization, His-ERG Ets domain / labelled DNA; active means well fitted inhibition curve with a large enough effect in the polarisation, with a control signal flat; inconclusive means small, poorly fitted or top-dose-only effect, or effect the other way, or a change in a side signal; inactive means no such curve, though single readings can be large or run the other way; the % refers to the polarisation;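 further: polarization taken with two DNA probes labelled with fluorescein and Texas red; % of control where 0% means no effect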
Target sequence (P11308 whole entry, looked up, the tested form may be a part): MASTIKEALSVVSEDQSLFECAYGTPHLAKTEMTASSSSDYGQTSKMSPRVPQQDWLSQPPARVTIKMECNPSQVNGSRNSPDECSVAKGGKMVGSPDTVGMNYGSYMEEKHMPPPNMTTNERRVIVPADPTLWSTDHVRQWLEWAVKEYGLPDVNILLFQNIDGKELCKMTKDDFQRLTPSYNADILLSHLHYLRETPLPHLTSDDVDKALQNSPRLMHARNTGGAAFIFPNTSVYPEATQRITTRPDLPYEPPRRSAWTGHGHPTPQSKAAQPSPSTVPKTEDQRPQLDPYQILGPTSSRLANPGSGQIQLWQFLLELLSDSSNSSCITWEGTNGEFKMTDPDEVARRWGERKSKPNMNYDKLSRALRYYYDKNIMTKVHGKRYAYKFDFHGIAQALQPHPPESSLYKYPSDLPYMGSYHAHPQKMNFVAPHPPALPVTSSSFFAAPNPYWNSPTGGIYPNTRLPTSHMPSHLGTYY
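His-tagged ERG Ets domain (1 uM in the protein solution; 300mM KCl, 50mM Tris-HCl, 1mM EDTA, 1mM DTT, pH 7.5) received compound, then a probe mix of 5 nM fluorescein-DNA and 100nM Texas-615-DNA. Fluorescence polarization was read for both dyes.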
TrxR1 inh = qHTS Assay for Inhibitors of Mammalian Selenoprotein Thioredoxin Reductase 1 (TrxR1): qHTS. Potency, µM (highest dose often 114 µM), without a hit: at the top dose activity change, negative = inhibition, most hits filed as inhibitors. recombinant rTrxR1, NADPH fluorescence consumption, selenite substrate. Thioredoxin reductase 1, cytoplasmic (Rattus norvegicus), O89049. 390,000 tested, 1% active; further: on the % scale 0 is the no-effect control and ±100 the full control effect; nearly all actives have a fitted effect of over 65% in size
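Rat TrxR1 (90 nM in the dispensed reagent) was pre-reduced with 400 uM NADPH for 5 min at room temperature, then incubated with compound for 15 min. After 400 uM selenite was added, NADPH fluorescence (Ex 340/Em 450 nm) was followed for 8 min.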
ALOX12 inh = Primary qHTS assay for inhibitors of human arachidonate 12S-lipoxygenase (ALOX12): Round 2. Polyunsaturated fatty acid lipoxygenase ALOX12 (Homo sapiens), P18054. purified 12hLO, xylenol orange hydroperoxide absorbance. Potency, µM (titrated, usually from 108 µM), for inactives: top-dose activity change, negative = inhibition, usual class: inhibitors. 580,000 tested, 1.1% active; further: on the % scale 0 is the no-effect control and ±100 the full control effect
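Purified human 12hLO at 150 nM in 25 mM Hepes, 0.01% Triton X-100, pH 7.0, preincubated 15 min at room temperature with compound. Reaction started with 40 uM arachidonic acid, 30 min at room temperature. Hydroperoxide measured by Fe-xylenol orange, 573/405 nm absorbance ratio.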
PGK inhibitor = qHTS Assay to Find Inhibitors of Phosphoglycerate Kinase | Phosphoglycerate kinase, glycosomal (Trypanosoma brucei brucei), P07378 | PGK/GAPDH coupled, Kinase-Glo luminescence, 60 min | Potency, µM (top dose mostly 57.5 µM), inactives show at the top dose activity change, negative = inhibition, actives largely listed as inhibitors | 380,000 tested, 0.043% active; further: on the % scale 0 is the no-effect control and ±100 the full control effect; nearly all actives have a fitted effect of over 60% in size
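Recombinant glycosomal PGK reaction used 1,3-bisphosphoglycerate generated in-well by GAPDH (100nM final) in 100mM TEA pH 7.6, 5mM MgCl2, 0.01% Tween-20. After 60 minutes at room temperature, ATP was read by Kinase-Glo Plus luminescence end-point.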
GLS inh = qHTS for Inhibitors of Glutaminase (GLS); Glutaminase kidney isoform, mitochondrial (Homo sapiens), O94925; GLS enzymatic activity, qHTS titration; Potency, µM (titrated, usually from 45.5 µM), for inactives: at the highest dose activity change, negative = inhibition, hits mostly inhibitors; 410,000 tested, 0.21% active; further: on the % scale 0 is the no-effect control and ±100 the full control effect
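Read-out is an Amplex red fluorescence increase coupled through glutamate oxidase and HRP, measured before and after 30 min room-temperature incubation. hKGA is in 45 mM KH2PO4 (pH 8.2) with 0.02% Tween-20; glutamine added as 1mM solution.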
JMJD2A Tudor inh = qHTS Assay for Inhibitors of JMJD2A-Tudor Domain; 390,000 tested, 4.4% active; AlphaScreen JMJD2A-Tudor / H3K4me3 peptide binding; Potency, µM (titrated, usually from 114 µM), without a hit: top-dose activity change, negative = inhibition, actives largely listed as inhibitors; AID 504339, 2011; Lysine-specific demethylase 4A (Homo sapiens), O75164; further: on the % scale 0 is the no-effect control and ±100 the full control effect; nearly all actives have a fitted effect of over 50% in size
Pin1 inhibitor = qHTS Assay to Find Inhibitors of Pin1 | Peptidyl-prolyl cis-trans isomerase NIMA-interacting 1 (Homo sapiens), Q13526 | Pin1 FP peptide displacement, HiFluor488, 10 min | Potency, µM (top dose mostly 115 µM), for the others: at the top dose activity, negative = inhibition, usual class: inhibitors | 390,000 tested, 0.009% active | AID 504891, 2011; active means well fitted inhibition curve with a large enough effect in the polarisation, with a control signal flat, not every such curve was filed as active; inconclusive means small, poorly fitted or top-dose-only effect, or effect the other way, or a change in a side signal; inactive means no such curve, though single readings can be large or run the other way; the % refers to the polarisation; further: on the % scale 0 is the no-effect control and ±100 the full control effect
HP1b binding inh = HTS for Inhibitors of HP1-beta Chromodomain Interactions with Methylated Histone Tails; 390,000 tested, 0.56% active; AID 540317, 2011; Chromobox protein homolog 1 (Homo sapiens), P83916; AlphaScreen HP1-beta / biotin-H3K9me3 peptide binding; Potency, µM (titrated, usually from 114 µM), for the others: at the top dose activity change, negative = inhibition, most hits filed as inhibitors; further: nearly all actives have a fitted effect of over 70% in size; inactives centre near 23
Target sequence (P83916 whole entry, looked up): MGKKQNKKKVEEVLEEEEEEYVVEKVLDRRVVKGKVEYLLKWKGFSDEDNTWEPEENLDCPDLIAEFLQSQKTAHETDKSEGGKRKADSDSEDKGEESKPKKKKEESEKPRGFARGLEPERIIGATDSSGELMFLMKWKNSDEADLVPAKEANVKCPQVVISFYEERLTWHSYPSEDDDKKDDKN
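HP1-beta protein (50 nM final) preincubated 30 min at room temperature with biotinylated H3(1-18)K9me3 peptide (50 nM) in PBS pH 7.4, 0.01% Tween-20, then compound added for 30 min. AlphaScreen streptavidin donor/nickel chelate acceptor beads (10 ug/mL final), 30 min dark, luminescence read.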
RGS4 inhibitor = Inhibitors of Regulator of G Protein Signaling (RGS) 4: qHTS; Regulator of G-protein signaling 4 (Homo sapiens), P49798; Transcreener GDP fluorescence polarization, RGS4-accelerated GTP hydrolysis; Potency, µM (titrated, usually from 114 µM), for inactives: at the highest dose activity change, negative = inhibition, actives largely listed as inhibitors; 390,000 tested, 0.039% active; further: on the % scale 0 is the no-effect control and ±100 the full control effect; nearly all actives have a fitted effect of over 75% in size; some results filed as inactive show a strong effect at the top dose
Target sequence (P49798 whole entry, looked up): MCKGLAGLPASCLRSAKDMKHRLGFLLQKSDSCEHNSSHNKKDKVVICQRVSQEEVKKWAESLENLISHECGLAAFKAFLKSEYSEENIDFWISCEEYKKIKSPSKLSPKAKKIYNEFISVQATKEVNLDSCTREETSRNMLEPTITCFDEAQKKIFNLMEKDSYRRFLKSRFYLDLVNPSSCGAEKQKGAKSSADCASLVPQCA
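MLSMR compounds (23 nl, pin-transferred) preincubated 10 min at room temperature with a 500nM (2x) first reagent, then RGS4 at 900nM (2x) plus Transcreener GDP mix added; fluorescence polarization (620/688 nm) read before and after 90 min at 30 °C.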
Starred values were filed as active, the others as inactive; i = inactive; ? = inconclusive; . = no result given; & = joins results of further samples; ! = not active in a repeat; [ ] = dose if it differs, or a comment. Unless noted, the call rests on the fitted dose curve; in most records, active means well fitted curve in the direction sought with a large enough effect; inconclusive means small, poorly fitted or top-dose-only effect, or another doubt; inactive means no such curve, though single readings can be large; an effect the other way counts as inactive or inconclusive. Potency means the concentration at half of the fitted maximal effect. These rows are one share of the data; count on the stated rates, not on these rows.

smiles	ERG-DNA inh	TrxR1 inh	ALOX12 inh	PGK inhibitor	GLS inh	JMJD2A Tudor inh	Pin1 inhibitor	HP1b binding inh	RGS4 inhibitor
O=C(Cc1ccc([N+](=O)[O-])cc1)c1c(O)cc(O)cc1O	11%	3.5µM*	?	-1%	25%	-35%	-3%	10%	-18%
CN(C)CCNS(=O)(=O)c1ccc(N2CCN(c3ccc(F)cc3)CC2)c([N+](=O)[O-])c1	1%	7%	-13%	i	20%	?	2%	?	-12%
Fc1ccc(NCc2cccnc2)cc1F	-6%	4%[57.1 µM]	0%	-1%	-2%	79µM*	?	27%	-9%
CC(/C=C/c1ccco1)=N/NC(=O)CNc1ccccc1C	2%	-7%[57.1 µM]	-20%	-1%	-2%	-27%	-9%	-3%	-21%
O=c1[nH]c2ccc(Cl)cc2c(-c2ccccc2)c1CN1CCOCC1	.	-9%[2.29 µM]	?	.	-10%	?	7%	2%	-5%
O=C1S/C(=C\c2ccccc2)C(=O)N1CC(O)Cn1c2ccccc2c2ccccc21 (stereo unspecified)	1%	10%	-27%	i	0%	-3%	-2%	25%	-20%
CCc1ccc(-n2nnc(-c3nc(-c4ccccc4)no3)c2C)cc1	-3%	17%[57.1 µM]	-6%	19%	-1%	-6%	-1%	15%	-22%
CC1CCN(C(=O)Cn2cc(C(=O)c3ccco3)c3ccccc32)CC1	-13%	4%	0%	i	-7%	-14%	0%	27%	-17%
O=C1OCc2cc(NC(=O)C3COc4ccccc4O3)ccc21 (stereo unspecified)	6%	7%[57.1 µM]	457%[activator]	i	-3%	-9%	0%	65%[activator]	-15%
Cc1c(NC(=O)c2cc(-c3ccc(F)cc3)on2)c(=O)n(-c2ccccc2)n1C	-3%&-2%	26%[57.1 µM]	-8%&-5%	-7%&-3%	0%&7%	79µM*!	-5%&4%	4%&28%	-38%&-2%
O=C(NCC1CCCO1)c1cc2n(n1)C(C(F)(F)F)CC(c1ccc(Br)cc1)N2 (stereo unspecified)	11%	-2%[57.1 µM]	-23%	0%	15%	-10%	-5%	22%	11%
Cc1ccccc1C(=O)NCC(=O)NNC(=S)NC(=O)c1ccccc1C	2%	-30%	-23%	-2%	5%	?	-9%	40%[activator]	-25%
CCn1c(COc2ccccc2C)nnc1SCC(=O)NC1CCCC1	-1%	8%	0%	6%	12%	-6%	6%	15%	29%
O=c1oc2ccc(C#CC3(O)CCCCC3)cc2cc1-n1cc(-c2ccsc2)nn1	6%	47%[activator]	-17%	-8%	-11%	-21%	13%	51%[activator]	-17%
CC(C)(C)OC(=O)COc1cc(OCC(=O)OC(C)(C)C)c2c(=O)cc(-c3ccccc3)oc2c1	-13%	-5%	-12%	.	1%	?	-16%	-3%	-3%
CC1(C)Cc2c(sc3[nH]c(=S)[nH]c(=O)c23)CO1	-1%	?	?	i	-17%	89µM*	0%	-15%	-26%
CN(C)/C=C/C(=O)c1cnc(-c2ccccc2Cl)s1	-5%	-10%	8.9µM*	-6%	8%	-31%	5%	18%	-29%
Cc1cc(NC(=O)CCC(=O)N(CC(=O)NC2CCCC2)Cc2ccc(F)cc2)no1	-8%	-8%	0%[57.4 µM]	-9%	-6%	23%	-1%	20%	-5%
Cc1nn2c(=O)c3c4c(sc3nc2n1-c1ccccc1)COC(C)(C)C4	?	1%	59%[activator]	-5%	-5%	1%	-4%	53%[activator]	-15%
O=C(CNCc1ccc(Cl)cc1)Nc1ccc2c(c1)OCCO2	-5%	-13%	?	1%	-2%	18µM*	?	?	4%
COc1ccccc1-c1ccc(SCC(=O)Nc2cc(C)on2)nn1	-2%	30%[57.1 µM]	-12%	-4%	-1%	-12%	6%	16%	36%
CSc1ccc(CNC(=O)C2CCCN(S(=O)(=O)N(C)c3ccc(F)cc3)C2)cc1 (stereo unspecified)	2%	18%	-19%	-2%	-5%	-3%	11%	34%	-3%
CCCc1cc(C(=O)Nc2cccc(Cl)c2C)no1	-7%	18%	17%	-7%	5%	30%	-6%	51%[activator]	6%
Cc1cc(Br)ccc1SCC(=O)OCC(=O)c1c(N)n(C)c(=O)n(C)c1=O	-20%	22%	-2%	-9%	-7%	-3%	10%	28%	1%
CC(=O)c1cccc(NC(=O)CCS(=O)(=O)c2ccc3c(c2)n(C)c(=O)c(=O)n3C)c1	10%	?	-12%	.	1%	-11%	?	36%	0%
CCc1[nH]nc2c1C1(CCN(C(=O)OCc3ccccc3)CC1)C(C#N)=C(N)O2	-3%	-13%[57.1 µM]	?	-8%	20%	-15%	0%	18%	-23%
Cn1cccc1C(=O)NC(=O)COC(=O)CNS(=O)(=O)c1ccc(Br)cc1	5%	-14%	0%	3%	4%	-20%	5%	1%	26%
N/C(CCS(=O)(=O)c1ccc(Cl)cc1)=N\OC(=O)c1ccccc1Cl	10%	15%[57.1 µM]	10%	-2%	4%	-12%	-12%	5%	9%
COc1ccc(-n2c(SCC(=O)O)nc3sc4c(c3c2=O)CCC4)cc1	-3%	17%[57.1 µM]	-2%	-9%	-1%	-23%	-4%	-3%	-40%
O=C(N/N=C/c1cccc(O)c1)NC1CCCCC1	11%	7%[57.1 µM]	0%	7%	-7%	-12%	3%	23%	23%
Nc1nc(=S)c2ncn(C3OC(CO)C(O)C3O)c2[nH]1 (stereo unspecified)	6%	-52%	?	?	155%[activator]	7.9µM*	.	?	-107%
COc1cccc(C2C(C#N)=C(N)Oc3cc(C)n(Cc4ccco4)c(=O)c32)c1 (stereo unspecified)	-1%	?	?	6%	13%	10%	?	33%	-23%
CC1CCc2sc(C(=O)N(C)CC(=O)Nc3ccc(N4CCOCC4)cc3)cc2C1 (stereo unspecified)	-3%	2%	-13%	-11%	18%	?	4%	-21%	-2%
O=C(Cc1ccccc1)NCC1OCCc2ccccc21 (stereo unspecified)	-2%	-3%[57.1 µM]	-1%	-3%	2%	3%[57.1 µM]	2%	5%	5%
CC(C)CNC(=O)NC1C(NC(=O)NCC(C)C)N(C)C(=O)N1C (stereo unspecified)	-9%	13%[57.1 µM]	18%	-2%	1%	-7%	-7%	4%	-6%
C[n+]1cccc(CNC(=O)/C=N/O)c1	-2%	6%	444%[activator]	3%	27%	?	-5%	10%	-5%
CCOC(=O)c1c(C)[nH]c(C)c1C(=O)COC(=O)c1cccnc1SC	-5%	3%	-15%	0%	2%	-27%	6%	3%	-1%
CC1CCC(NC(=O)COC(=O)c2ccc3ncsc3c2)CC1 (stereo unspecified)	-13%	20%	-5%	-9%	2%	-4%	-6%	21%	9%
COc1ccc(C(=O)N/C(=C\c2cn(C)c3ccccc23)C(=O)OCCN(C)C)cc1	6%	1%[57.1 µM]	0%	-3%	-4%	-22%	31%[activator]	24%	-16%
COc1cccc(NC(=O)Cn2cc(C=O)c3ccccc32)c1	-4%	10%	17%	i	1%	-8%	-1%	31%	-20%
Cc1nnc(N(C)C(=O)c2cnccn2)s1	-1%	42%	4%	-8%	5%	-8%	0%	14%	53%
O=C(O)c1ccccc1Nc1cccc(OCc2ccc3ccccc3n2)c1	?	?	?	-4%	-3%	?	-6%	-6%	?
CCOC(=O)c1sc(NC(=O)c2ccc(C)o2)nc1C	-10%	14%[57.1 µM]	1%	-16%	-4%	-8%	-3%	6%	15%
Cc1ccc(-c2nnc(Oc3cccc(C)c3)c3ccccc23)cc1	-14%	4%[57.1 µM]	3%	-6%	-8%	-3%	-1%	47%[activator]	-1%
O=C(NCCN1Cc2ccccc2C1=O)c1cccs1	-11%	-10%	52%[activator]	0%	-3%	19%[11.4 µM]	1%	-5%	4%[11.4 µM]
COc1ccc(CNC(=O)c2[nH]c(C)c(C(C)=O)c2C)cc1	4%	9%	?	-7%	-14%	-27%	3%	-21%	15%
